MRP resist rev: reversal of MRP1-mediated doxorubicin resistance, primary screen, H69AR cells, doxorubicin co-treatment; H69AR cells + 2 uM doxorubicin, CellTiter-Glo, 72 h; differential viability (reversal), % at 10 µM; AID 602, 2007; 85,000 tested, 0.04% active;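 active = viability drop by adding the cancer drug above about 55%, with treated viability meeting a 40% cutoff, limit read from the data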;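 note: viability without doxorubicin minus viability with 2 µM doxorubicin for each compound; larger differential means the compound sensitizes cells more to doxorubicin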
Bcl-B TR3 displacers: displacers of TR3 peptide from Bcl-B, primary screen, selectivity assay for Bfl-1 inhibitor project, biochemical, fluorescence polarization; Bcl-2-like protein 10 (Homo sapiens); FP displacement of FITC-TR3 peptide from Bcl-B; higher % means a stronger effect; one-dose displacement, % at 20 µM; IC50 in µM for titrated hits; 96,000 tested, 0.11% active; AID 748, 2007;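 active = displacement above 50% at 20 µM plus a fluorescence interference ratio under 1.5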;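 note: plate controls were wells without compound for no effect and wells lacking Bcl-B protein for full effect; a part of the inactive calls stands beside numbers as strong as those of hits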
NFkB transloc inh: inhibitors of IL-1B driven NFkB p65 nuclear import, primary screen, imaging, HUVEC, IL-1B stimulus, high-content imaging | HUVEC IL-1B NFkB p65 nuclear translocation imaging | inhibition, % at 2 µM | 94,000 tested, 0.43% active;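 active = inhibition above about 30% together with a positive call from visual inspection of the well image, limit read from the data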;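 note: nuclear over cytoplasmic p65 intensity ratio measured by imaging; 0% = IL-1B stimulated DMSO wells and 100% = unstimulated DMSO wells; values of inactives mirror those of a sister screen read the other way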
NFkB transloc pot: enhancers of NFkB p65 translocation in HUVEC – imaging, IL-1B stimulus, high-content imaging, primary screen; 94,000 tested, 0.3% active; AID 819, 2007; HUVEC IL-1B NFkB p65 nuclear translocation imaging; activation, % at 2 µM;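 active = activation above 40%, about the mean plus 3 SD, also judged a hit on visual image review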;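 note: percent activation is computed from the nuclear over cytoplasmic p65 intensity ratio; values of inactives mirror those of a sister screen read the other way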
PLAP inhibitors HTS: PLAP enzyme inhibitors, biochemical, luminescence, HTS (AID 690). purified PLAP, luminescent substrate; higher % means a stronger effect. inhibition, % at 20 µM; hits with a dose series show IC50 in µM. 96,000 tested, 0.08% active; in the data active = a potency from the dose series; inactive = the rest, 99 in 100 with inhibition below about 30%; note: strong numbers were not always called active
MRP resist rev cytotoxicity: recorded beside MRP resist rev, whose call it bears; viability, %; H69AR cells, CellTiter-Glo, 72 h; measured here: cytotoxicity without doxorubicin
MRP resist rev with doxorubicin: second read-out of MRP resist rev, no call of its own (marks repeat the call); viability, %; measured here: viability with 2 uM doxorubicin; stronger effect = lower value
NFkB transloc inh cell count 2 µM: recorded beside NFkB transloc inh, whose call it bears; cell count; measured here: cells passing quality filter;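 raw number of nuclei counted in each imaged well without normalization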
NFkB transloc pot cell count 2 µM: second read-out of NFkB transloc pot, no call of its own (marks repeat the call); cell count; measured here: cells passing quality filter
Starred values were filed as active, the others as inactive; · = not tested or not shown. The list is partial, so the mix of outcomes need not match the whole.

SMILES | MRP resist rev | MRP resist rev cytotoxicity | MRP resist rev with doxorubicin | Bcl-B TR3 displacers | NFkB transloc inh | NFkB transloc inh cell count 2 µM | NFkB transloc pot | NFkB transloc pot cell count 2 µM | PLAP inhibitors HTS
CCOc1ccc(CCNC(=O)CCN2C(=O)COc3ccccc32)cc1OCC | 9 | 82 | 74 | 1% | 6 | 134 | -6 | 134 | -30%
COc1ccc(C2=NOC(C(=O)N3CCCc4ccccc43)C2)cc1 (stereo unspecified) | 15 | 96 | 80 | 2% | -15 | 149 | 15 | 149 | -15%
COc1cc(NC(=O)c2cc3nc(-c4ccccc4)cc(-c4ccccc4)n3n2)cc(OC)c1OC | · | · | · | 0% | -4 | 99 | 4 | 99 | 5%
Cc1ccc(C)c(N2CCN(C(=O)c3ccccc3Br)CC2)c1 | 4 | 85 | 81 | -10% | 0 | 200 | 0 | 200 | ·
COc1ccc(CN2CC34C=CC(O3)C(C(=O)O)C4C2=O)cc1 (stereo unspecified) | 12 | 101 | 89 | -13% | -3 | 74 | 3 | 74 | 15%
COC(=O)CSc1nnc(Cc2ccccc2)n1-c1ccc(C)cc1 | 24 | 104 | 80 | · | -17 | 126 | 17 | 126 | ·
O=C(NCc1ccc(F)cc1)c1cc2n(n1)C(C(F)(F)F)CC(C1CC1)N2 (stereo unspecified) | 10 | 101 | 91 | -10% | 0 | 170 | 0 | 170 | 11%
CC(C)CC(c1nnnn1Cc1ccco1)N1CCN(C2CCCC2)CC1 (stereo unspecified) | 2 | 102 | 100 | 2% | -3 | 158 | 3 | 158 | -15%
O=C(COc1ccccc1C(=O)N/N=C\c1ccc(O)c(O)c1)N/N=C/c1ccc(O)c(O)c1 | · | · | · | 1.1µM* | · | · | · | · | 4%
COCCOC(=O)CC1=NC(=O)CS1 | 10 | 95 | 85 | 6% | -31 | 184 | 31 | 184 | 17%
COc1cccc(C=Nc2ccc3c(c2)OCCO3)c1O | -19 | 69 | 88 | -7% | · | · | · | · | -2%
CCn1c(Cc2c(C)[nH]c3ccccc23)nnc1SCC(N)=O | 7 | 97 | 90 | -6% | -13 | 96 | 13 | 96 | 1%
COC(=O)c1[nH]c2ccccc2c1NC(=O)CN1CCC(C(N)=O)(N2CCCCC2)CC1 | 4 | 78 | 74 | 0% | -24 | 93 | 24 | 93 | -19%
COc1cccc(C2CC(c3ccccc3OC)n3nc(N)nc3N2)c1 (stereo unspecified) | 13 | 100 | 87 | 3% | -8 | 63 | 8 | 63 | -40%
CC(=O)c1cc(C#N)c(Oc2cccc(C(F)(F)F)c2)nc1C | · | · | · | -8% | 6 | 117 | -6 | 117 | -26%
Cn1nc(C(F)(F)F)c2cc(NC(=O)OCc3ccc(F)cc3)sc21 | 6 | 92 | 87 | 0% | · | · | · | · | 18%
COc1ccccc1-c1cc(C(F)(F)F)nc(NCc2ccco2)n1 | · | · | · | -18% | -13 | 136 | 13 | 136 | -7%
COc1cccc(C(CC(=O)NCc2ccco2)NS(=O)(=O)c2ccc(C)cc2)c1OC (stereo unspecified) | 1 | 97 | 96 | 2% | · | · | · | · | -41%
c1ccc(Nc2ccccn2)cc1 | -4 | 91 | 95 | -16% | -24 | 134 | 24 | 134 | 4%
COc1ccccc1OCCNc1cc(N2CCOCC2)ccc1[N+](=O)[O-] | · | · | · | 3% | -7 | 147 | 7 | 147 | 1%
CCOC(=O)Nc1ccc2c(c1)N(C(=O)CN1CCN3CCCC3C1)c1ccccc1CC2 (stereo unspecified) | 12 | 90 | 78 | 30% | -2 | 102 | 1 | 102 | -66%
CC(=O)NC(c1ccccc1)c1cccnc1 (stereo unspecified) | 1 | 97 | 96 | -6% | 7 | 129 | -7 | 129 | 16%
O=C1C(C=NCc2ccco2)=C(O)c2ccccc21 | -20 | 57 | 77 | 6% | · | · | · | · | 10%
Clc1ccsc1-c1csc(-c2cccnc2)n1 | -23 | 17 | 41 | -32% | -6 | 186 | 6 | 186 | 21%
CC1CC(C)CN(c2oc(-c3ccco3)nc2C#N)C1 (stereo unspecified) | 8 | 88 | 80 | · | 15 | 94 | -15 | 94 | ·

Some of these compounds in order of the NFkB transloc pot value, rising:
structure	NFkB transloc pot
CC1CC(C)CN(c2oc(-c3ccco3)nc2C#N)C1 (stereo unspecified)	-15
Cc1ccc(C)c(N2CCN(C(=O)c3ccccc3Br)CC2)c1	0
Clc1ccsc1-c1csc(-c2cccnc2)n1	6
COc1cccc(C2CC(c3ccccc3OC)n3nc(N)nc3N2)c1 (stereo unspecified)	8
COc1ccccc1-c1cc(C(F)(F)F)nc(NCc2ccco2)n1	13

Next part:
SMILES | MRP resist rev | MRP resist rev cytotoxicity | MRP resist rev with doxorubicin | Bcl-B TR3 displacers | NFkB transloc inh | NFkB transloc inh cell count 2 µM | NFkB transloc pot | NFkB transloc pot cell count 2 µM | PLAP inhibitors HTS
CCCc1cc(=O)[nH]c(SCC(=O)c2cc(C)n(CCC)c2C)n1 | 12 | 83 | 71 | -16% | 2 | 158 | -2 | 158 | -22%
C=CCNC1=C(Cl)C(=O)N(c2cccc(Cl)c2Cl)C1=O | 6 | 92 | 86 | 0% | 6 | 144 | -6 | 144 | 1%
Cc1ccc(C(=O)Nc2ccc(S(=O)(=O)NCc3ccco3)cc2)cc1 | · | · | · | 29% | -11 | 144 | 11 | 144 | -12%
COC(=O)c1cc(C#N)c(Oc2ccc(OC)cc2)nc1C | · | · | · | 5% | -5 | 164 | 5 | 164 | -15%
O=[N+]([O-])c1cccc(-n2nnnc2CN2CCCCCC2)c1 | · | · | · | 2% | 3 | 103 | -3 | 103 | 4%
O=[N+]([O-])c1cn(-c2nc(-c3ccco3)cc(C(F)(F)F)n2)cn1 | 0 | 88 | 87 | -5% | -8 | 149 | 8 | 149 | -8%
Cc1cc2nc(C3CCCN(C(=S)Nc4ccccc4)C3)[nH]c2cc1C (stereo unspecified) | · | · | · | -5% | 6 | 128 | -6 | 128 | 4%
CCOC(=O)c1ccc(NC(=O)CSc2nnc(COc3ccccc3OC)n2CC)cc1 | -2 | 90 | 92 | -7% | 8 | 199 | -8 | 199 | 20%
Oc1c(C(Nc2nc3ccccc3s2)c2ccco2)ccc2cccnc12 (stereo unspecified) | -30 | 44 | 74 | -103% | -31 | 206 | 31 | 206 | -58%
COc1ccc(-n2c(SCC(=O)Nc3nccs3)nnc2-c2ccoc2C)cc1 | · | · | · | -4% | -6 | 163 | 6 | 163 | -18%
CC(=O)Nc1c(C(=O)O)[nH]c2ccccc12 | 3 | 98 | 95 | -4% | 0 | 166 | 0 | 166 | -1%
CC(=O)Oc1cccc(N2C(=O)C3C(C2=O)C2C=CC3C23CC3)c1 (stereo unspecified) | -2 | 89 | 91 | 2% | 10 | 235 | -10 | 235 | 5%
COc1ccc2c(c1OC)C(=O)N(c1cccc(C)c1)C2=O | 18 | 101 | 83 | 0% | -19 | 187 | 19 | 187 | 7%
N#CC(C(=O)NCCc1ccccc1)c1nc2ccccc2nc1N1CCCCC1 (stereo unspecified) | 15 | 91 | 76 | 6% | -15 | 137 | 15 | 137 | -1%
COC(=O)C1CCN(C(=O)NC(C)(C)C)CC1 | 8 | 91 | 83 | -2% | -25 | 127 | 25 | 127 | 7%
COc1ccc(O)c(CN2CCN(C/C=C/c3ccccc3)CC2)c1 | -1 | 80 | 81 | 7% | · | · | · | · | -40%
O=C(Nc1nnc(-c2ccco2)s1)C1CCN(S(=O)(=O)c2ccc(Cl)cc2)CC1 | -11 | 80 | 90 | -3% | -12 | 164 | 12 | 164 | -3%
CC1=C(C(=O)Nc2ccccc2C)C(c2ccc(C)o2)N2C(=O)CSC2=N1 (stereo unspecified) | 3 | 98 | 94 | 2% | -13 | 156 | 13 | 156 | -27%
CCOC(=O)N1CCN(C(=O)c2ccc3nc4ccsc4c(=O)n3c2)CC1 | 2 | 87 | 86 | -4% | · | · | · | · | -2%
O=C(Nc1cc2ccccc2oc1=O)C1CCCCC1 | 14 | 98 | 84 | -4% | 8 | 157 | -8 | 157 | 11%
COC(=O)c1ccccc1NC(=O)Cn1ccnc1 | 7 | 99 | 92 | 5% | 2 | 153 | -2 | 153 | -16%
CCOc1ccc(N2C(=O)c3cccnc3C2Nc2ccc(Cl)cc2)cc1 (stereo unspecified) | 2 | 90 | 88 | 2% | 2 | 72 | 0 | 72 | 6%
O=C(CN1C(=O)CSC1=O)Nc1ccc(F)c(F)c1F | -9 | 93 | 102 | -2% | -2 | 110 | 2 | 110 | -17%
O=c1[nH]c(Nc2nc3ccccc3o2)nc2c1CCCC2 | 12 | 17 | 4 | -2% | -5 | 195 | 5 | 195 | 4%
O=C1CC(c2cccs2)c2cc3c(cc2N1)OCO3 (stereo unspecified) | 8 | 85 | 77 | 3% | -1 | 186 | 1 | 186 | 5%
SMILES | MRP resist rev | MRP resist rev cytotoxicity | MRP resist rev with doxorubicin | Bcl-B TR3 displacers | NFkB transloc inh | NFkB transloc inh cell count 2 µM | NFkB transloc pot | NFkB transloc pot cell count 2 µM | PLAP inhibitors HTS
Cc1cccc(C)c1NC(=O)CCS(=O)(=O)c1cccc2nsnc12 | 2 | 102 | 100 | 18% | -8 | 64 | 8 | 64 | 12%
CCS(=O)(=O)Nc1cccc(C(=O)CC2(O)C(=O)Nc3ccccc32)c1 (stereo unspecified) | 1 | 73 | 72 | 6% | -10 | 173 | 10 | 173 | 6%
CC(C)Oc1ccc(C(CC(=O)O)NC(=O)c2cccs2)cc1 (stereo unspecified) | 5 | 95 | 90 | 23% | · | · | · | · | -20%
CCOc1ccc2nc(N3CCCC(C(=O)N4CCN(CC)CC4)C3)sc2c1 (stereo unspecified) | -8 | 81 | 89 | -3% | 7 | 179 | -7 | 179 | -69%
CN(C(=S)NC(=O)CCCOc1ccc(Cl)cc1Cl)c1ccccc1 | · | · | · | -5% | -14 | 162 | 14 | 162 | -10%
CC(C)NC(=S)N/N=C1\CCCCC1C1CCCCC1 (stereo unspecified) | · | · | · | -6% | -10 | 205 | 10 | 205 | -35%
COc1cc(S(=O)(=O)N2CCC(C(N)=O)CC2)c(C)cc1C | -35 | 84 | 119 | -3% | -4 | 143 | 4 | 143 | 4%
Cc1ccc(NC(=O)CSc2nnc(-c3ccc(S(=O)(=O)N4CCCC4)cc3)o2)cc1C | -21 | 32 | 53 | -10% | -11 | 160 | 11 | 160 | -6%
CCOCCCNC(=O)c1cc(C)nn1-c1ccccc1 | 1 | 92 | 91 | 4% | · | · | · | · | 1%
CCCN1C(=O)C2C(C(=O)Nc3cccc(OC)c3)C3C=CC2(O3)C1C(=O)NC1CCCCC1 (stereo unspecified) | 3 | 87 | 84 | -3% | -7 | 65 | 7 | 65 | 6%
O=C(c1cccs1)N1CCN(S(=O)(=O)N2CCCCC2)CC1 | -2 | 87 | 89 | -5% | 7 | 8 | -7 | 8 | -15%
O=S(=O)(c1ccc2c(c1)N(Cc1ccc(Cl)cc1)C1CCCN21)N1CCOCC1 (stereo unspecified) | · | · | · | -13% | -9 | 175 | 5 | 142 | 5%
O=S(=O)(NCCSc1ccc(Cl)cc1)c1ccc2c(c1)OCCO2 | -1 | 95 | 96 | -6% | 11 | 190 | -11 | 190 | 3%

Three entries drawn at random from the list so far:
SMILES | MRP resist rev | MRP resist rev cytotoxicity | MRP resist rev with doxorubicin | Bcl-B TR3 displacers | NFkB transloc inh | NFkB transloc inh cell count 2 µM | NFkB transloc pot | NFkB transloc pot cell count 2 µM | PLAP inhibitors HTS
Cc1cccc(C)c1NC(=O)CCS(=O)(=O)c1cccc2nsnc12 | 2 | 102 | 100 | 18% | -8 | 64 | 8 | 64 | 12%
CCS(=O)(=O)Nc1cccc(C(=O)CC2(O)C(=O)Nc3ccccc32)c1 (stereo unspecified) | 1 | 73 | 72 | 6% | -10 | 173 | 10 | 173 | 6%
O=S(=O)(c1ccc2c(c1)N(Cc1ccc(Cl)cc1)C1CCCN21)N1CCOCC1 (stereo unspecified) | · | · | · | -13% | -9 | 175 | 5 | 142 | 5%
